VLA-4 inh: inhibition in a human VLA-4 binding assay; AID 2557; inhibition, % (about 7 µM as worked out from the volumes in the protocol); actives 0.2% (n = 330,000); VLA-4 expressing cells, ligand binding flow cytometry; in the data active means inhibition above about 50%
GRK2 aptamer HTS: human GRK2 inhibition via aptamer displacement; actives 0.59% (n = 330,000); AID 488847; inhibition of aptamer binding, % at 10 µM; P25098; bead flow cytometry, FAM-aptamer displacement from GRK2;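 active means inhibition of aptamer binding above 40%, roughly 3 SD of noise, on plates passing a quality check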;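 further: median bead fluorescence of bound FAM aptamer so fluorescent compounds give negative values; no value below 0 was filed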
GLD-1 RNA inh: GLD-1-TGE RNA interaction inhibition (C. elegans) | inhibition, % at 5.96 µM | Q17339 | actives 0.44% (n = 320,000) | purified GLD-1 + fluorescein TGE RNA, fluorescence polarization;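 active means percent inhibition above a per-plate cutoff, the plate mean of test compounds plus 3 SD, cut at about 30% in these data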;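 further: 0% = DMSO wells with GLD-1 and probe and 100% = wells lacking GLD-1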
AGP1-GFP MLPCN: yeast TOR pathway AGP1-GFP modulation; AID 2066; S. cerevisiae AGP1-GFP multiplex flow cytometry, 3 h; GFP as percent of DMSO wells; actives 0.02% (n = 320,000); GFP response vs DMSO, % at 10 µM;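 active means GFP response relative to DMSO above a set limit, near screen average plus 3 SD, cut at about 150% in these data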;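 further: median GFP channel fluorescence of the gated AGP1 strain per well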
CIT2-GFP yeast: yeast TOR pathway CIT2-GFP modulation. S. cerevisiae CIT2-GFP strain, flow cytometry, 3 h; 100 means same as DMSO wells. GFP response vs DMSO, % at 10 µM. actives 0.065% (n = 320,000). AID 2029;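 active means GFP response relative to DMSO above a set limit, near the screen mean plus 3 SD, cut at about 150% in these data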;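 further: ratio of well median GFP fluorescence to mean of DMSO wells on the plate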
BCLXL inh: blocks human Bcl-xL binding to Bim BH3 peptide | actives 0.7% (n = 320,000) | AID 2129 | GST-Bcl-xL / FITC-Bim BH3 peptide fluorescence polarization | inhibition, % at 10.9 µM | Q07817;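 active means inhibition above the mean of all tested compounds plus 3 SD, cutoff set per campaign, cut at about 30% in these data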;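 further: 0% = DMSO wells and 100% = unlabeled Bim-BH3 peptide competitor; inhibitors lower millipolarization by displacing the labeled peptide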
Target sequence (Q07817 whole entry, looked up): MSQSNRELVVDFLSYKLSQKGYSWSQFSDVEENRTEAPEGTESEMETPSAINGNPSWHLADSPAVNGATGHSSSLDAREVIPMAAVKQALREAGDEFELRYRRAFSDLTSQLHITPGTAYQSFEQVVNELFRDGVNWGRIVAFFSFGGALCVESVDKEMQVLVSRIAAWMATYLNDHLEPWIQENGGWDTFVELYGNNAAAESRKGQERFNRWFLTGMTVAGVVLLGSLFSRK
MEX-5 binding: C. elegans MEX-5 TCR-2 RNA binding activity; Q9XUB2; MEX-5/FITC-TCR2 RNA binding, fluorescence polarization; hits give low values; activity score (negative = inhibition of binding), % at 10 µM; actives 0.38% (n = 300,000); AID 1832;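 active means inhibition past about -25% in most replicates, and total fluorescence under double the plate's negative control median, limit read from the data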;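 further: 0% = DMSO and -100% = 5 µM competing unlabeled TCR2 RNA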
MCL1-BIM inh: MCL1-BIM-BH3 interaction inhibition (human); GST-MCL1 / FITC-Bim-BH3 fluorescence polarization; inhibition, % at 10.9 µM; actives 0.68% (n = 320,000); AID 2057;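 active means inhibition above the mean inhibition of all tested compounds plus 3 SD, set per campaign, cut at about 40% in these data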;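 further: 0% = DMSO wells and 100% = unlabeled Bim-BH3 peptide control; higher means more loss of mP so more displacement of Bim peptide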
Target sequence (Q07820 whole entry, looked up): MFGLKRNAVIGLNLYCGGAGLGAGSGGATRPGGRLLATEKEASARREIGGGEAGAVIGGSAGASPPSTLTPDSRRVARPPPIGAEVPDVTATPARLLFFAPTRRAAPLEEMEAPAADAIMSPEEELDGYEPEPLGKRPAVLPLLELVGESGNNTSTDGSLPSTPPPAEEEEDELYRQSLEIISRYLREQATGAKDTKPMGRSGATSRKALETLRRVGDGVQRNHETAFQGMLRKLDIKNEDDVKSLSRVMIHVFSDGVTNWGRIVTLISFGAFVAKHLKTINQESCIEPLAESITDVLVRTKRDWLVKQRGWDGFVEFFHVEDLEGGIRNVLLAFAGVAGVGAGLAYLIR
Fam108B counter: blocks mouse Fam108B hydrolase in RBBP9 counter-screen. recombinant Fam108B, FP-Rh probe fluorescence polarization. inhibition, % at 9.51 µM. actives 0.33% (n = 300,000). AID 1947;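 active means inhibition above the screen mean inhibition plus 3 SD, computed separately per campaign, cut at about 18% in these data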;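 further: inhibitors lower polarization as less probe binds the enzyme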
Numbers without * were called inactive; . = no result given.

nr	SMILES	MCL1-BIM inh	AGP1-GFP MLPCN	GRK2 aptamer HTS	BCLXL inh	VLA-4 inh
1	COc1ccc(-n2nc(C(=O)NCC(=O)NC3CCCC(C)C3C)c3ccccc3c2=O)c(OC)c1 (centres undefined)	2	101	0	-1	3
2	CC(=O)c1c(N2CCC(C(N)=O)CC2)nc(=S)n(-c2ccccc2)c1C	12	104	5	10	4
3	CCCC(=O)NC(c1ccccc1)c1c(O)ccc2ccccc12 (centres undefined)	1	99	3	6	15
4	O=C(NCc1ccccc1CN1CCCC1)C1CCN(S(=O)(=O)c2ccc(Cl)cc2)CC1	-1	111	0	1	2
5	Cc1ccc(/C=N\NC(=O)Cn2c(C)nc3ccccc32)o1	0	100	7	3	38
6	COc1cc(C)c(CN2CCC(Oc3ccc(C(=O)N4CCCC4)cc3)CC2)cc1C	-6	100	0	8	12
7	Cc1cccc(C)c1NC(=O)C(NC=O)c1ccc(N(C)C)cc1 (centres undefined)	0	106	0	7	6
8	O=C(NCCc1cn2ccsc2n1)C1CCCCC1	-1	105	0	1	23
9	Cc1ccc(S(=O)(=O)Nc2c(O)ccc3ccccc23)cc1	10	100	1	16	-177
10	COc1ccc(C2(c3ccc(OC)cc3)NC(=O)N(CC(=O)NCC(F)(F)F)C2=O)cc1	-3	96	0	-1	2
11	O=c1cc(-c2ccc(O)c(O)c2)oc2c(C3O[C@H](CO)[C@@H](O)[C@H](O)[C@H]3O)c(O)cc(O)c12 (some centres undefined)	9	93	2	-1	5
12	O=C(CSc1ccc(-c2ccco2)nn1)Nc1cccc(F)c1	18	80	0	12	4
13	CCS(=O)(=O)Nc1cc2c3c(c1)CCN3C(=O)CC2	-1	100	45*	0	-4
14	O=C(CSC1=NNC(c2ccccn2)S1)Nc1ccc(C(F)(F)F)cc1 (centres undefined)	11	111	2	5	1
15	Cc1cc(C)c(C(=O)COC(=O)C2CCN(c3ccc(C(F)(F)F)cn3)CC2)cc1C	-6	103	0	1	8

nr	Fam108B counter	CIT2-GFP yeast	MEX-5 binding	GLD-1 RNA inh
1	-5	108	-0.2	4
2	-3	103	0.8	3
3	-4	105	0.2	-1
4	.	107	.	6
5	-1	94	1.8	-6
6	-5	105	-0.5	1
7	-2	106	-0.3	5
8	-3	104	0.5	2
9	2	98	1.7	0
10	-1	101	0.9	-6
11	-3	111	-12	0
12	0	85	-0.1	3
13	-1	96	-6.6	1
14	1	104	1.2	8
15	2	94	4.2	6

Carrying on.
nr	SMILES	MCL1-BIM inh	AGP1-GFP MLPCN	GRK2 aptamer HTS	BCLXL inh	VLA-4 inh
16	O=C(Nc1ccc(C(=O)N2CCOCC2)cc1)c1cccc([N+](=O)[O-])c1	-2	102	0	4	6
17	COc1cccc(NC(=O)Nc2ccc3c(c2)OCO3)c1	0	90	1	1	-17
18	COc1ccc(Br)cc1CN1CCN(Cc2c[nH]c3ccccc23)CC1	0	102	0	-1	11
19	Cc1cc(C)cc(OCC(=O)Nc2ccc(N3CCOCC3)cc2N2CCOCC2)c1	1	101	0	1	6
20	Cc1cccc(C)c1OCCOC(=O)c1cccc(S(=O)(=O)N2CCOCC2)c1	1	100	0	2	10
21	CCOC(=O)NC(Nc1nc2ccccc2s1)(C(=O)OCC)C(F)(F)F (centres undefined)	6	97	0	-2	-6
22	O=C1C(Cl)=C(Nc2ccc(O)cc2)C(=O)c2ccccc21	18	102	0	16	34
23	Cc1ccc(COC(=O)c2ccc3ccccc3n2)cc1	7	93	0	5	8
24	CN(CCc1ccccn1)C(=S)NC(=O)c1ccco1	12	98	0	5	-6
25	O=C(CNC(=O)c1ccccc1)NCCc1ccc(O)c(O)c1	5	104	3	10	9
26	COc1ccc(S(=O)(=O)c2c(O)c3ccc(C(=O)Nc4cccc(F)c4)cc3[nH]c2=O)cc1	3	98	6	15	8
27	O=C1Cc2cc(S(=O)(=O)N3CCN(c4cccc(Cl)c4)CC3)ccc2N1	-25	112	0	-22	-16
28	NNc1nc2sc3c(c2c(=O)n1-c1ccccc1)CCCC3	5	98	2	4	1
29	Cc1cccc(C(=O)OCC(=O)N(CC(C)C)c2c(N)n(Cc3ccccc3)c(=O)[nH]c2=O)c1O	-8	101	1	-10	5
30	O=C(CSc1ccccc1C(=O)O)NCc1ccccc1	-3	94	0	-1	9

nr	Fam108B counter	CIT2-GFP yeast	MEX-5 binding	GLD-1 RNA inh
16	2	112	-0.5	4
17	0	84	3.8	-1
18	-3	100	-0.6	-1
19	.	96	.	1
20	.	87	.	-2
21	5	97	1.9	3
22	12	89	-1.7	3
23	0	85	2.4	2
24	0	98	2.6	0
25	-2	104	-11	3
26	-5	97	4.1	-3
27	0	113	2.7	-5
28	-1	97	0.7	0
29	-1	99	-0.3	2
30	-2	86	1.4	-7

Quoted from the listing.
Reading of cpd 18 in AGP1-GFP MLPCN: 102
Reading of cpd 24 in CIT2-GFP yeast: 98
Reading of cpd 26 in VLA-4 inh: 8
Reading of cpd 20 in BCLXL inh: 2
Reading of cpd 28 in CIT2-GFP yeast: 97
Reading of cpd 21 in Fam108B counter: 5
Reading of cpd 27 in BCLXL inh: -22

Going on with the list.
nr	SMILES	MCL1-BIM inh	AGP1-GFP MLPCN	GRK2 aptamer HTS	BCLXL inh	VLA-4 inh
31	Cc1nn(C)cc1S(=O)(=O)NCc1ccc2c(c1)OCO2	6	100	2	3	-2
32	COc1ccc(/C=C\c2nc(O)c([N+](=O)[O-])c(=O)[nH]2)cc1O	0	96	3	10	2
33	C#CC1(NC(=O)NC(C)(C)C)CCCCC1	-3	101	0	-1	14
34	COc1ccc(CC(=O)NCc2ccccc2)cc1S(=O)(=O)N1CCOCC1	5	103	0	8	15
35	CC1(C)CC(=O)C2=C(C1)N(c1cccc(Cl)c1)C(=O)NC2(C(F)(F)F)C(F)(F)F	3	101	0	6	-3
36	O=C(O)COCC(=O)Nc1ccc(OCCc2ccccc2)cc1	-1	102	0	0	-14
37	CC(NC(=O)C1CCN(S(=O)(=O)c2cnc[nH]2)CC1)c1ccccc1 (centres undefined)	4	98	1	-2	8
38	CCN1C(=O)[C@@H]2[C@@H](c3ccc(-c4ccc(F)cc4)cc3)N3CCC[C@@]3(C(=O)OC)[C@@H]2C1=O	1	105	0	0	-8
39	O=C(CSc1nnc(CNC(=O)c2ccccc2)o1)Nc1ccc2c(c1)OCO2	4	100	0	2	9
40	CCCc1ncc(C(O)c2cccc3ccccc23)n1C (centres undefined)	5	97	0	2	-14
41	COC(=O)c1cc(C(=O)OCC(=O)NCc2cccs2)cc([N+](=O)[O-])c1	0	103	0	0	14
42	Cc1ccc(S(=O)(=O)NCC(=O)OCCOc2ccc(Br)cc2)cc1	.	97	3	.	-6
43	O=C(CN(Cc1ccccc1F)S(=O)(=O)c1ccc(Cl)cc1)NCC1CCCO1 (centres undefined)	4	100	0	0	-1
44	Cc1nc2c(ccc3nc(NC(=O)C4CC4)sc32)s1	-3	100	1	6	1
45	CCOC(=O)c1c(/N=C/c2cc([N+](=O)[O-])ccc2O)sc(C)c1C	14	94	0	18	-8

nr	Fam108B counter	CIT2-GFP yeast	MEX-5 binding	GLD-1 RNA inh
31	-3	108	1.0	6
32	0	94	0.0	-2
33	-1	102	0.6	10
34	3	96	-0.8	7
35	5	103	-1.7	3
36	2	104	-0.6	-6
37	8	103	0.2	-10
38	4	101	-3.9	-2
39	1	96	2.2	-4
40	0	87	3.8	7
41	.	101	.	3
42	.	95	.	5
43	1	107	2.1	-4
44	-1	88	0.0	-4
45	0	89	-14	3

Remaining list, next part
nr	SMILES	MCL1-BIM inh	AGP1-GFP MLPCN	GRK2 aptamer HTS	BCLXL inh	VLA-4 inh
46	O=C(COc1ncnc2scc(-c3ccccc3)c12)NCCN1C(=O)CSC1=O	-3	102	1	-1	10
47	COc1ccc(NC(=O)CSc2cn[nH]n2)cc1OC	0	99	0	6	6
48	CCCc1cc(=O)n2[nH]c(NCc3c(Cl)cccc3Cl)nc2n1	3	104	3	2	6
49	Cc1ccccc1Nc1nc(N)nc(CN2CCN(c3ccccn3)CC2)n1	11	106	0	7	2
50	COc1cc(CNCCSc2nnnn2C)cc(OC)c1OC	-2	98	0	0	6

nr	Fam108B counter	CIT2-GFP yeast	MEX-5 binding	GLD-1 RNA inh
46	-4	106	0.1	2
47	-1	98	-2.4	0
48	1	.	-2.9	4
49	4	116	.	3
50	1	107	1.1	2

3 compounds out of the list, ordered by number of heavy atoms, low to high:
nr	SMILES	MCL1-BIM inh	AGP1-GFP MLPCN	GRK2 aptamer HTS	BCLXL inh	VLA-4 inh
47	COc1ccc(NC(=O)CSc2cn[nH]n2)cc1OC	0	99	0	6	6
45	CCOC(=O)c1c(/N=C/c2cc([N+](=O)[O-])ccc2O)sc(C)c1C	14	94	0	18	-8
46	O=C(COc1ncnc2scc(-c3ccccc3)c12)NCCN1C(=O)CSC1=O	-3	102	1	-1	10

nr	Fam108B counter	CIT2-GFP yeast	MEX-5 binding	GLD-1 RNA inh
47	-1	98	-2.4	0
45	0	89	-14	3
46	-4	106	0.1	2

By substructure, those above with an NH in an aromatic ring.
nr	SMILES	MCL1-BIM inh	AGP1-GFP MLPCN	GRK2 aptamer HTS	BCLXL inh	VLA-4 inh
18	COc1ccc(Br)cc1CN1CCN(Cc2c[nH]c3ccccc23)CC1	0	102	0	-1	11
26	COc1ccc(S(=O)(=O)c2c(O)c3ccc(C(=O)Nc4cccc(F)c4)cc3[nH]c2=O)cc1	3	98	6	15	8
29	Cc1cccc(C(=O)OCC(=O)N(CC(C)C)c2c(N)n(Cc3ccccc3)c(=O)[nH]c2=O)c1O	-8	101	1	-10	5
32	COc1ccc(/C=C\c2nc(O)c([N+](=O)[O-])c(=O)[nH]2)cc1O	0	96	3	10	2
37	CC(NC(=O)C1CCN(S(=O)(=O)c2cnc[nH]2)CC1)c1ccccc1 (centres undefined)	4	98	1	-2	8
47	COc1ccc(NC(=O)CSc2cn[nH]n2)cc1OC	0	99	0	6	6
48	CCCc1cc(=O)n2[nH]c(NCc3c(Cl)cccc3Cl)nc2n1	3	104	3	2	6

nr	Fam108B counter	CIT2-GFP yeast	MEX-5 binding	GLD-1 RNA inh
18	-3	100	-0.6	-1
26	-5	97	4.1	-3
29	-1	99	-0.3	2
32	0	94	0.0	-2
37	8	103	0.2	-10
47	-1	98	-2.4	0
48	1	.	-2.9	4
